Rab9 promoter act: activators of Rab9 promoter | Huh7 Rab9 promoter-luciferase reporter, luminescence, 24 h | Potency, µM (top dose mostly 9.22 µM), for the others: at the top dose activation, negative = inhibition, hits mostly activators | actives 2.8% (n = 320,000) | AID 485297; further: potency means the concentration at half of the fitted maximal effect; % of control where 0% means no effect; nearly all actives have a fitted effect of over 60% in size
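Steps: seed 1500 Huh7 Rab9-luc cells per well, rest 2 h at 37 °C; add compound in DMSO; incubate 24 h; add luciferase reagent, 10 min ambient; read luminescence.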
Coupling enz: coupling enzyme interference in Giardia aldolase counter-screen; coupling enzyme system counterscreen, AmpLite Red fluorescence; activity change, negative = inhibition, % at 58.2 µM, hits read low; actives 0.67% (n = 290,000); AID 2472; in the data active means activity change below about -30%; further: on the % scale 0 is the no-effect control and ±100 the full control effect
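Activity here indicates interference with the coupling reaction, not aldolase inhibition. Compounds at 57.5 uM final met coupling enzymes for 10 min at RT; substrate and AmpLite Red detection followed, with a 525/598 nm fluorescence read after 20 min.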
Giardia kill: kills Giardia lamblia. Giardia lamblia trophozoite viability. activity change, % at 7.66 µM, hits read low. actives 0.15% (n = 340,000); in the data active means activity change below about -80%; inconclusive means between about -30% and that limit;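 further: parasites exposed to compound for two days anaerobically before the ATP read; on the % scale 0 is the no-effect control and ±100 the full control effect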
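ATP-content bioluminescence gauges trophozoite survival. Cells (100/well) receive compound and incubate anaerobically for 48 hrs at 37 deg C; detection reagent follows for 15-30 min at room temperature.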
RORg inh: ROR gamma (mouse) transcription inhibition. P51450. Drosophila S2 Gal4-RORgamma UAS-luciferase reporter, 20 h. Potency, µM (highest dose often 53.6 µM), inactives show at the top dose activity change, negative = inhibition, hits mostly inhibitors. actives 5.4% (n = 310,000). AID 2551; further: potency means the concentration at half of the fitted maximal effect; on the % scale 0 is the no-effect control and ±100 the full control effect; nearly all actives have a fitted effect of over 60% in size
Target sequence (P51450 whole entry, looked up, the tested form may be a part): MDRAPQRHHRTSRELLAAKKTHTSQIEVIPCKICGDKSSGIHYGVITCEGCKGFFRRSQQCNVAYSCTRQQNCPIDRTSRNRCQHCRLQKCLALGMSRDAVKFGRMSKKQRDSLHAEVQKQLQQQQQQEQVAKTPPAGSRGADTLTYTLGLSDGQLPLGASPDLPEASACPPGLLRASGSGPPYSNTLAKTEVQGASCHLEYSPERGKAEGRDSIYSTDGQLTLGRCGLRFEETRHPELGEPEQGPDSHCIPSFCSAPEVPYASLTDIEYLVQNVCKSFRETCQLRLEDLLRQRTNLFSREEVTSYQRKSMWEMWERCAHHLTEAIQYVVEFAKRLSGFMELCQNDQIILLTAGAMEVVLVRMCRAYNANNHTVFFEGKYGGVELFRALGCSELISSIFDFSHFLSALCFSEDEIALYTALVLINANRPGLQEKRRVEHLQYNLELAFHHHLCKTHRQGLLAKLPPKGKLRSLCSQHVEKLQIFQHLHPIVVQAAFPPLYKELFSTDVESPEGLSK
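Using a luciferase readout, inhibitors were identified by reduced reporter activity in Drosophila cells coexpressing a copper-inducible Gal4–ROR gamma fusion and UAS-driven Photinus luciferase, incubated 20 hr after 700 uM copper sulfate.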
FLuc modulator: counter-screen for miR-21 project: firefly luciferase inhibitors or activators | P08659 | purified FLuc, Km substrates, luminescence inhibition | Potency, µM (doses to about 57.5 µM), without a hit: top-dose activity change, negative = inhibition, most hits filed as inhibitors | actives 6.9% (n = 360,000) | AID 588342;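 further: potency means the concentration at half of the fitted maximal effect; plate controls were vehicle for no effect and reference inhibitor for full effect; nearly all actives have a fitted effect of over 55% in size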
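Biochemical qHTS of compounds, final roughly 60 µM downward over six points, against 10 nM purified firefly luciferase using Km concentrations of substrates (10 uM D-luciferin, 10 uM ATP) in Tris acetate pH 7.5 buffer; luminescence output.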
Gal4-VP16 FLuc: counter-screen for ROR gamma inhibitors: Gal4-VP16 reporter. Drosophila S2 Gal4-VP16 UAS-luciferase, luminescence, 20 h. Potency, µM (doses to about 53.6 µM), without a hit: at the highest dose activity, negative = inhibition, hits mostly inhibitors. actives 3.5% (n = 310,000);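 further: Gal4-VP16 expression switched on by copper sulfate through the metallothionein promoter; potency means the concentration at half of the fitted maximal effect; on the % scale 0 is the no-effect control and ±100 the full control effect; nearly all actives have a fitted effect of over 50% in size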
KCNH2 3.1 inh: inhibitors of human KCNH2 3.1 potassium channel isoform. U2OS KCNH2 3.1, thallium flux FluxOr; stronger effect = lower value. activity change, % (tested at about 1.8 µM). actives 0.95% (n = 340,000). AID 720553;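 active means maximum activity change below -70%; inconclusive means maximum activity change from -70% to -50%; inactive means maximum activity change above -50%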;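 further: thallium influx rate constant from kinetic fluorescence after stimulation buffer; on the % scale 0 is the no-effect control and ±100 the full control effect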
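We transduce U2OS cells with the mutant 3.1 virus, culture them overnight, load FluxOr with Red40 quencher for 45 min, then add stimulation buffer and read kinetically for 2 min to derive a normalized rate constant.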
ELG1 genotoxic: genotoxicity induction in ELG1-luciferase HEK293T cells; HEK293T ELG1-luciferase reporter, luminescence, 16 h; Potency, µM (highest dose often 46 µM), for the others: at the highest dose activity change, positive = activation, actives largely listed as activators; actives 1.3% (n = 330,000); AID 504466; further: potency means the concentration at half of the fitted maximal effect; % of control where 0% means no effect; nearly all actives have a fitted effect of over 60% in size
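After overnight (16 hr) compound treatment at 37 °C, ELG1-luciferase HEK293T cells were lysed with ONE-Glo; luminescence quantified 30 min later at room temperature.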
NPC1 promoter act: NPC1 promoter activation. Huh7 NPC1 promoter luciferase reporter, 24 h. Potency, µM (series often up to 9.22 µM), inactives show at the top dose activation, most hits filed as activators. actives 2.4% (n = 320,000);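 further: potency means the concentration at half of the fitted maximal effect; % of control where 0% means no effect; nearly all actives have a fitted effect of over 60% in size; reporter is driven by a mutant NPC1 promoter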
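Stably transfected Huh7 (NPC1 promoter→luciferase), 1500 cells/well in Opti-MEM + 10% FBS, 2 h settle, then compound 24 h at 37 °C. Luminescence after 10 min with Amplite reagent.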
Tb PFK block: inhibitors of T. brucei phosphofructokinase. actives 0.17% (n = 330,000). AID 485367. Potency, µM (doses to about 57.5 µM), for inactives: at the highest dose activity, negative = inhibition, hits mostly inhibitors. T. brucei PFK, ADP-Glo luminescence. O15648;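 further: potency means the concentration at half of the fitted maximal effect; 0% = uninhibited 1x PFK enzyme wells and -100% = no-enzyme wells; nearly all actives have a fitted effect of over 60% in size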
Target sequence (O15648 whole entry, looked up): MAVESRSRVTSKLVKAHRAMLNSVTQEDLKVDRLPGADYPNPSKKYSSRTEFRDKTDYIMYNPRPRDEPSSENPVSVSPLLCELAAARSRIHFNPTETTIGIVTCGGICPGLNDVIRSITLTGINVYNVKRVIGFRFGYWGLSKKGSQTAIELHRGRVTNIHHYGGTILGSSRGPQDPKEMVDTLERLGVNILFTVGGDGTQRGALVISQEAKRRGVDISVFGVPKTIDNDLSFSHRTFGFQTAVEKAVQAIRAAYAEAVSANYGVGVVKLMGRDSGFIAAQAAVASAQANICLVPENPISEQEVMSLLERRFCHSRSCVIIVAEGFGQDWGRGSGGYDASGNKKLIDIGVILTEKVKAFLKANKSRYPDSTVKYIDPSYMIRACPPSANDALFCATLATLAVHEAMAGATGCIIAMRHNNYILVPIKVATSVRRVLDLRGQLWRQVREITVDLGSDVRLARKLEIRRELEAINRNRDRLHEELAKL
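Activity is normalized to no-enzyme wells (full inhibition) and 1.25 nM enzyme wells (no inhibition). Reaction: 0.5 mM F6P, 0.1 mM ATP, 45 min RT, ADP-Glo luminescence; concentration-response curves fitted and classed by quality.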
uPA generation: blocks generation of uPA at the cell surface; cell surface uPA generation assay, qHTS; Potency, µM (highest dose often 38.3 µM), without a hit: at the top dose activity change, negative = inhibition, hits mostly inhibitors; actives 0.31% (n = 330,000); active means well fitted inhibition curve with a large enough effect; inconclusive means small, poorly fitted or top-dose-only effect; inactive means no such curve, though single readings can be large or run the other way; tested in mouse RAW 264.7 cells; further: potency means the concentration at half of the fitted maximal effect; on the % scale 0 is the no-effect control and ±100 the full control effect; nearly all actives have a fitted effect of over 55% in size
* = called active by the depositor; ? = inconclusive; · = not tested or not shown; [ ] = remark or other dose. Unless noted, the call rests on the fitted dose curve; in most records, active means well fitted curve in the direction sought with a large enough effect; inconclusive means small, poorly fitted or top-dose-only effect, or another doubt; inactive means no such curve, though single readings can be large; an effect the other way counts as inactive or inconclusive.

Start of the data: the first 3 compounds as a preview:
#1 CCC(C)c1ccc(NC(=S)NCc2cccnc2)cc1 (stereo unspecified)
#2 O=C(NC1CCCCC1)c1ccc(S(=O)(=O)N2CCOCC2)cc1
#3 Cc1cc2nc(C3CCN(C(=S)NCCCOC(C)C)CC3)[nH]c2cc1C

Assay by compound,1,2,3
Rab9 promoter act,9%,-1%,14%
Coupling enz,4,1,1
Giardia kill,-1,-2,8
RORg inh,?,5%,-1%
FLuc modulator,-14%,1%,?
Gal4-VP16 FLuc,22µM*,0%,5%
KCNH2 3.1 inh,-94*,-18,-4
ELG1 genotoxic,-3%,-2%,-5%
NPC1 promoter act,0%,-2%,0%
Tb PFK block,13%,1%,1%
uPA generation,2%,8%,?

The list itself, from the first entry:
#1 CCC(C)c1ccc(NC(=S)NCc2cccnc2)cc1 (stereo unspecified)
#2 O=C(NC1CCCCC1)c1ccc(S(=O)(=O)N2CCOCC2)cc1
#3 Cc1cc2nc(C3CCN(C(=S)NCCCOC(C)C)CC3)[nH]c2cc1C
#4 NC(=O)C1CCN(CC(=O)Nc2ccccc2Sc2ccc(Cl)cc2)CC1
#5 COc1ccc(OC)c(-c2c(=O)n(OCc3ccccc3Br)c3ccccc3[n+]2[O-])c1
#6 COc1ccccc1COC(=O)CN1C(=O)NC2(CCCCC2C)C1=O (stereo unspecified)

Assay by compound,1,2,3,4,5,6
Rab9 promoter act,9%,-1%,14%,-7%,-1%,2%
Coupling enz,4,1,1,-22,-3,·
Giardia kill,-1,-2,8,1,-9,39[activator]
RORg inh,?,5%,-1%,31%,12%,·
FLuc modulator,-14%,1%,?,7%,-1%,2%
Gal4-VP16 FLuc,22µM*,0%,5%,-2%,-2%,·
KCNH2 3.1 inh,-94*,-18,-4,-1,8,-9
ELG1 genotoxic,-3%,-2%,-5%,5%,-3%,0%
NPC1 promoter act,0%,-2%,0%,-6%,-2%,-3%
Tb PFK block,13%,1%,1%,-2%,0%,0%
uPA generation,2%,8%,?,-1%,-1%,2%

#7 CCOc1ccc(N(CC)C(=O)Cc2c(C(=O)O)n(C)c3ccccc23)cc1
#8 Cc1ccccc1NC(=O)Cn1c(=O)n(C)c2ccccc21
#9 CCn1c(SCC(=O)O)nnc1-c1ccccc1
#10 CCc1ccc(-c2ccc(SCc3ccccn3)nn2)cc1
#11 CC(C)(C)C(C(Oc1ccc(Cl)cc1)n1cncn1)n1nnnc1C(c1cccc(Cl)c1)N1CCCCC1 (stereo unspecified)
#12 CCOC(=O)C1CCN(S(=O)(=O)c2ccc3c(c2)N(C(C)=O)CC(C)S3)CC1 (stereo unspecified)

Assay by compound,7,8,9,10,11,12
Rab9 promoter act,-12%,-4%,-2%,?,-2%,-13%
Coupling enz,7,-1,5,-2,1,·
Giardia kill,7,14,10,-4,·,-2
RORg inh,37%,-22%,-3%,27%,28%,12%
FLuc modulator,2%,3%,4%,8.5µM*,-3%,-2%
Gal4-VP16 FLuc,5%,2%,-3%,?,2%,?
KCNH2 3.1 inh,4,-4,-9,12,·,1
ELG1 genotoxic,-2%,1%,-3%,?,-7%,-3%
NPC1 promoter act,-3%,-4%,9%,3.2µM*,-9%,-20%
Tb PFK block,0%,-1%,-3%,0%,2%,2%
uPA generation,9%,-6%,-1%,-3%,·,-5%

#13 Cn1ncc(Cl)c1C(=O)Nc1cc(C(F)(F)F)ccc1F
#14 CCOc1ccccc1C(=O)Nc1ccccc1C(N)=O
#15 c1ccc(Cc2noc(CN3CCN(Cc4ccc5c(c4)OCO5)CC3)n2)cc1
#16 CNc1oc(-c2ccccc2Cl)nc1P(=O)(c1ccccc1)c1ccccc1
#17 Cc1noc(C)c1C1(O)CCCCCCCCCCC1
#18 Cc1cccc(CCNS(=O)(=O)c2ccc(S(=O)(=O)NC3CCCC3)cc2)c1

Assay by compound,13,14,15,16,17,18
Rab9 promoter act,-4%,1%,-2%,2%,2%,-9%
Coupling enz,1,-3,-1,1,6,-1
Giardia kill,5,1,-7,-3,-20,-10
RORg inh,-6%,?,-3%,7%,-33%,0%
FLuc modulator,12%,-2%[2.3 µM],4%,-2%,0%,-1%
Gal4-VP16 FLuc,-25%,-15%,-2%,?,-1%,8%
KCNH2 3.1 inh,3,4,2,-30,5,-7
ELG1 genotoxic,-2%,-4%,-6%,4%,-3%,-3%
NPC1 promoter act,-1%,-1%,-4%,-4%,-5%,0%
Tb PFK block,-1%,4%,1%,0%,0%,1%
uPA generation,·,·,1%,-8%,-2%,9%

#19 C/C(=N\NC(=S)NCCc1ccccc1)c1ccc(C)cc1
#20 COc1ccc(CNC(=O)CN(Cc2ccco2)C(=O)CNS(=O)(=O)c2ccc(F)cc2)cc1
#21 CN(C(=O)c1cc(S(=O)(=O)N2CCCCC2)c[nH]1)C1CCCCC1
#22 CC(CCc1ccccc1)NC(=O)C1CCCN(c2nnc(-n3cccc3)s2)C1 (stereo unspecified)
#23 COc1ccc(OC)c(-c2nnc(-c3ccc(C)o3)o2)c1
#24 Cc1ccc(SCC(=O)Nc2ccc3c(c2)OCCO3)cc1

Assay by compound,19,20,21,22,23,24
Rab9 promoter act,-2%,-1%,0%,-3%,-1%,3.2µM*
Coupling enz,-5,-1,1,1,-1,0
Giardia kill,-10,-12,-2,13,10,-16
RORg inh,2.8µM*,?,?,31%,-6%,-6%
FLuc modulator,3%,1%,4%,1%,?,6.7µM*
Gal4-VP16 FLuc,5µM*,18%,-2%,-6%,1%,28%
KCNH2 3.1 inh,·,-2,8,-9,4,0
ELG1 genotoxic,-6%,0%,-4%,-3%,11%,?
NPC1 promoter act,-3%,-1%,1%,0%,-2%,?
Tb PFK block,1%,-1%,0%,3%,1%,-1%
uPA generation,-4%,-1%,-4%,-16%,-5%,-1%

#25 COc1ccc(CCN(Cc2cccs2)S(=O)(=O)c2ccc(S(=O)(=O)N3CCCCCC3)cc2)cc1OC
#26 O=C(CCc1ccccc1)NCc1ccncc1
#27 O=C(Nc1ccc(F)c(F)c1)NC1CCCCC1
#28 O=C(CNc1cc(S(=O)(=O)N2CCOCC2)ccc1NCC1CCCO1)Nc1ccccc1F (stereo unspecified)
#29 Cc1ccccc1NC(=S)NCCC(c1ccccc1)c1ccccc1
#30 Cn1cccc1CC(=O)N/N=C/c1cccc2ccccc12

Assay by compound,25,26,27,28,29,30
Rab9 promoter act,-2%,-2%,?,-1%,0%,2%
Coupling enz,-4,1,0,·,4,-1
Giardia kill,0,-24,5,-1,6,9
RORg inh,-9%,34%,26%,25%,5µM*,16%
FLuc modulator,2%,-1%,15µM*,-3%,7%,-2%
Gal4-VP16 FLuc,-7%,24%,19%,-7%,13µM*,-2%
KCNH2 3.1 inh,16,2,-5,15,-25,11
ELG1 genotoxic,-1%,0%,9%,13%,1%,1%
NPC1 promoter act,-4%,-6%,?,-1%,0%,5%
Tb PFK block,-9%,-1%,-10%,-4%,0%,0%
uPA generation,2%,-18%,-2%,-10%,-8%,3%

#31 Cc1ccc(C(C)C)cc1S(=O)(=O)Nc1ccncc1
#32 CCOC(=O)c1ccccc1NC(=O)Nc1ccc(OC)c(OC)c1
#33 COc1ccc(N2CCN(C(=O)COC(=O)CCS(=O)(=O)c3ccc(C)cc3)CC2)cc1
#34 C=CCOC(=O)C1=C(C)OC(N)=C(C#N)C1c1ccc(F)cc1 (stereo unspecified)
#35 C=CCn1c(N)cc(=O)nc1SCC(=O)Nc1ccc2ccccc2c1
#36 CCOc1ccc(-c2nnn(CC(=O)N3CCN(c4ccc(F)cc4)CC3)n2)cc1OCC
#37 CCN(CC)S(=O)(=O)c1cc(NC(=O)C(C)N2CCc3ccccc32)ccc1C (stereo unspecified)
#38 CCN(CC)CC(O)COc1ccc2c(c1)c(C(C)=O)c(C)n2-c1ccccc1 (stereo unspecified)

Assay by compound,31,32,33,34,35,36,37,38
Rab9 promoter act,0%,-4%,-3%,-5%,0%,-11%,-4%,-2%
Coupling enz,1,1,·,4,-1,7,-3,6
Giardia kill,-8,19,-8,0,-12,3,-26,6
RORg inh,-24%,-16%[0.365 µM],·,-4%,-9%,2%,37%,?
FLuc modulator,-1%,5%,0%,2%,0%,4%,2%,-2%
Gal4-VP16 FLuc,2%,·,·,-14%,-7%,-4%,5%,-8%
KCNH2 3.1 inh,-38,-3,-7,18,1,3,0,3
ELG1 genotoxic,-2%,0%,-1%,4%,-2%,9%,-9%,0%
NPC1 promoter act,7%,-5%,1%,2%,-4%,-4%,-8%,-4%
Tb PFK block,3%,-8%,-9%,3%,1%,1%,2%,-1%
uPA generation,-13%,·,1%,3%,-2%,-3%,-3%,-11%
